Screens from PubChem BioAssay.
H9c2 TAG inh – triacylglycerol accumulation inhibition; inhibition, % at 12.5 µM; H9c2 cells, Nile Red lipid (TAG) fluorescence; cells loaded with 200 µM oleic acid; 230,000 compounds, 0.66% hits; AID 651582;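 active means pattern-corrected inhibition of lipid staining of at least 50% with the nuclear-stain viability signal not falling by more than 50%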;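 further: 0% = DMSO wells and 100% = triacsin C control wells; some results filed as inactive read as strong as hits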
H9c2 TAG inh DAPI viability – further read-out of H9c2 TAG inh, marked with its call; DAPI nuclei signal change (viability), lower = more cytotoxic, %;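 whole-well DAPI fluorescence read on a plate reader as a viability signal; minus 50 percent equals half of cells still viable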
Numbers without * were called inactive.

SMILES	H9c2 TAG inh	H9c2 TAG inh DAPI viability
COc1ccc(CC(N)c2csc(NC(=O)c3cccc(OC(F)(F)F)c3)n2)cc1 (stereo not given)	51.5*	13.9*
O=C(/C=C/c1cccs1)N1CCC2(CC1)Oc1ccc(F)cc1C(=O)C21CC(c2ccc(Cl)cc2)=NO1 (stereo not given)	25.3	-3.5
COCCOC(=O)c1c(NC(=O)CSc2cccc[n+]2[O-])sc(C(N)=O)c1C	-3.3	1.9
O=C(CC1SC(N2CCCC2)=NC1=O)Nc1ccc(C(=O)Nc2ccccc2)cc1 (stereo not given)	5.8	-2.5
Fc1cccc(CN2CCN3CCCC3C2C2CCCCC2)c1 (stereo not given)	8.6	0.2
O=C(O)c1cccc(N/N=C/c2cccnc2)c1	3.5	-4.0
CCC(CC)C(=O)N(C)c1c(C)nc2c(OCCOc3ccc(F)cc3)cccn12	1.1	-3.9
CCCCNC(=O)Cn1c(=O)n(C)c2ccccc21	-5.7	2.0
O=C(NC1CCCC1)c1ccccc1OCc1ccccc1	-0.5	3.6
CC(=O)NC(C)(c1ccccc1)c1nc(-c2ccc(S(C)(=O)=O)cc2)cs1 (stereo not given)	-2.2	-3.4
Cc1n[nH]c(C)c1Sc1ccccc1N=Cc1cc(Cl)cc([N+](=O)[O-])c1O	0.4	12.2
COc1ccc(NC(=O)CSc2n[nH]c(C(C)C)n2)c([N+](=O)[O-])c1	-9.3	1.7
CN(CC(=O)Nc1ccc(Cl)c(Cl)c1)C(=O)CC1OC(=O)c2ccccc21 (stereo not given)	25.0	-8.0
CCc1cc2cc3c(cc2nc1SCC(=O)N1CCN(C(=O)c2ccco2)CC1)OCO3	-13.2	-6.4
Cn1nc(C(=O)NCC(c2cccs2)N2CCOCC2)c2ccccc2c1=O (stereo not given)	5.3	-6.8
COc1ccc(NC(=S)NCCCN2CCOCC2)cc1	-0.4	10.9
COc1cc(C2Nc3ccccc3C(=O)N2c2ccccc2)ccc1O (stereo not given)	10.6	3.6
CCc1nc(SCC(=O)NCCc2ccc(OC)c(OC)c2)c2c(=O)n(C)c(=O)n(C)c2n1	-7.3	2.7
CC(C)(C)[C@H]1C=C(C(=O)N2CCN(Cc3ccc4c(c3)OCO4)CC2)O[C@@H](OCCCCO)C1	7.5	-7.7
c1ccc(Oc2ccc(-c3cc(NCCc4cccnc4)n4nccc4n3)cc2)cc1	1.5	20.5
CCOC(=O)C1CCCN(C(=O)/C=C/c2ccccc2)CC1 (stereo not given)	-9.0	10.4
O=C(NNC(=O)c1ccc2nc[nH]c2c1)c1ccccc1	16.6	4.4
O=c1c2cc(-c3ccccc3)sc2nc2n1N=C(c1ccccc1)CS2	-5.0	-2.9
COc1ccc(-c2nc(SCC(=O)NCc3ccco3)c(-c3ccccc3)[nH]2)cc1OC	10.5	-0.4
CN(C)S(=O)(=O)c1ccc(C(=O)NC2CCCc3ccccc32)cc1 (stereo not given)	1.4	-15.1
COc1ccc(CC2SC(=Nc3ccc(F)cc3)NC2=O)cc1 (stereo not given)	-7.7	0.1
O=C(Nc1cccc(O)c1)c1cccc(S(=O)(=O)Nc2cccc(O)c2)c1	7.8	-3.8
Cn1cccc1/C=C1\SC(=Nc2cccc(O)c2)NC1=O	6.9	2.8
CN(C)c1cc(NC(=O)CN2CCCC2)c2ccccc2n1	-6.3	9.8
CCC(=O)NC(=S)Nc1ccc(-c2nc3ccccc3s2)cc1	13.0	3.1
CN=c1c([N+](=O)[O-])nn(-c2ccc3c(c2)OCCO3)n1O	-6.9	4.3
COC(=O)c1ccc(OC)c(CSc2nnc(COc3ccc(Cl)cc3)o2)c1	-10.5	9.8
CCOC(=O)/C(C#N)=C/C1=C(N2CCCC2)CC(C)(CC)OC1 (stereo not given)	22.6	-2.8
CC1C(c2ccccc2)OCCN1C(=S)Nc1ccc(S(=O)(=O)N2CCCCC2)cc1 (stereo not given)	-11.7	4.4
Cc1cc2nnc(SCc3ccc4c(c3)OCO4)n2c2ccccc12	-54.4	-0.6
CCCCn1c(N)c(N(CC(C)C)C(=O)CN(C)Cc2cccc(OC)c2)c(=O)[nH]c1=O	-19.6	6.1
O=C1CCc2cc(S(=O)(=O)NCCCC(=O)N3CCN(Cc4ccc5c(c4)OCO5)CC3)ccc2N1	5.8	8.6
Cc1ccc(S(=O)(=O)n2c(N)nc3cc(C)c(C)cc32)cc1	-53.8	13.6
COc1ccc(F)cc1-c1cc(C(=O)NCc2ccc(C(F)(F)F)cc2)[nH]n1	-27.4	12.8
Cc1cccc(Nc2nnc(SCC(O)=C(C#N)c3nc4ccccc4[nH]3)s2)c1	3.4	2.5
CC(C)C(=O)N1CCN(c2ccccc2NC(=O)c2ccc3c(c2)OCCO3)CC1	-4.7	8.5
NC(=O)CCC(NC(=O)c1ccc(Cl)cc1)C(=O)NCCc1ccc2c(c1)OCCO2 (stereo not given)	5.2	-2.5
C#CCn1c(=O)c2c(ncn2C)n(C)c1=O	3.4	-2.0
Cc1cccc(-n2c(CNC(=O)COc3ccccc3)nnc2SCC(=O)Nc2nccs2)c1	14.5	-8.6
COc1cccc(NC(=O)N(C)C[C@H]2OCc3cn(nn3)CCCC(=O)N([C@@H](C)CO)C[C@@H]2C)c1	-4.7	-7.3
O=c1cc(-c2ccccc2)nc(SCc2ccc(F)cc2)[nH]1	3.8	11.3
CC1=C(C(=O)OCC2CCCO2)C(c2ccccc2OC(C)C)C2=C(CC(c3ccco3)CC2=O)N1 (stereo not given)	43.5	8.5
CCC(C)n1c(=S)[nH]c2ccccc2c1=O (stereo not given)	-5.6	-3.4

Reformatted: entries from further up
| SMILES | H9c2 TAG inh | H9c2 TAG inh DAPI viability |
| --- | --- | --- |
| COC(=O)c1ccc(OC)c(CSc2nnc(COc3ccc(Cl)cc3)o2)c1 | -10.5 | 9.8 |
| CCOC(=O)/C(C#N)=C/C1=C(N2CCCC2)CC(C)(CC)OC1 (stereo not given) | 22.6 | -2.8 |
| CC1C(c2ccccc2)OCCN1C(=S)Nc1ccc(S(=O)(=O)N2CCCCC2)cc1 (stereo not given) | -11.7 | 4.4 |
| Cc1cc2nnc(SCc3ccc4c(c3)OCO4)n2c2ccccc12 | -54.4 | -0.6 |
| CCCCn1c(N)c(N(CC(C)C)C(=O)CN(C)Cc2cccc(OC)c2)c(=O)[nH]c1=O | -19.6 | 6.1 |
| O=C1CCc2cc(S(=O)(=O)NCCCC(=O)N3CCN(Cc4ccc5c(c4)OCO5)CC3)ccc2N1 | 5.8 | 8.6 |
| Cc1ccc(S(=O)(=O)n2c(N)nc3cc(C)c(C)cc32)cc1 | -53.8 | 13.6 |
| COc1ccc(F)cc1-c1cc(C(=O)NCc2ccc(C(F)(F)F)cc2)[nH]n1 | -27.4 | 12.8 |
| Cc1cccc(Nc2nnc(SCC(O)=C(C#N)c3nc4ccccc4[nH]3)s2)c1 | 3.4 | 2.5 |
| CC(C)C(=O)N1CCN(c2ccccc2NC(=O)c2ccc3c(c2)OCCO3)CC1 | -4.7 | 8.5 |
| NC(=O)CCC(NC(=O)c1ccc(Cl)cc1)C(=O)NCCc1ccc2c(c1)OCCO2 (stereo not given) | 5.2 | -2.5 |
| C#CCn1c(=O)c2c(ncn2C)n(C)c1=O | 3.4 | -2.0 |
| Cc1cccc(-n2c(CNC(=O)COc3ccccc3)nnc2SCC(=O)Nc2nccs2)c1 | 14.5 | -8.6 |
| COc1cccc(NC(=O)N(C)C[C@H]2OCc3cn(nn3)CCCC(=O)N([C@@H](C)CO)C[C@@H]2C)c1 | -4.7 | -7.3 |

Carrying on:
SMILES	H9c2 TAG inh	H9c2 TAG inh DAPI viability
Cc1ccc(C2CC(c3cccs3)=NN2C(=O)CSC2=NN3CCCC(=O)N=C3S2)cc1 (stereo not given)	16.9	-13.7
Cc1ccc(S(=O)(=O)CCC(=O)OCc2ccccc2F)cc1	14.4	-1.2
O=C(NCc1cccc(OC(F)(F)F)c1)c1ccc2c(c1)S(=O)(=O)c1cc(Cl)ccc1C2=O	-27.8	-19.7
CC1=CC2(C)C(C3C(C)=CC2(C)C(=O)C3(C)O)C(C)(O)C1=O (stereo not given)	-3.6	0.5
CCCC(=O)C1=C(O)C(C(=O)OC)C(C)(C)CC1=Nc1ccc(Br)cc1 (stereo not given)	5.7	-2.0
CC(Sc1nnc2n1CCCCC2)C(=O)Nc1ccc(S(N)(=O)=O)cc1 (stereo not given)	-1.5	0.4
CCOC(=O)c1c(NC(=O)CSc2nnc(-c3ccccc3)o2)sc(C(C)=O)c1C	0.4	-1.2
CCn1cc(C(=O)OCC(=O)Nc2c(C)cccc2C)c(=O)c2ccc(C)nc21	6.5	-4.3
O=C(N/N=C/C=C/c1cccc([N+](=O)[O-])c1)C(O)c1ccccc1 (stereo not given)	1.9	-7.8
COc1ccc(C(=O)Nc2cc3c(cc2OC)CCCC3)cc1Br	45.7	-5.1
COc1ccc(-c2nnc(SCC(=O)NC(=O)Cc3ccccc3)n2C)cc1	4.2	-5.1
O=C(Cc1ccccc1)Nc1c(C(=O)N2CCCCCC2)cnn1-c1ccccc1	0.5	-1.6
O=C(O)CCN1C(=O)C2C3C=CC(C3)C2C1=O (stereo not given)	-12.6	3.2
O=C(NCCc1ccccc1)c1c[nH]c2ccccc2c1=O	6.0	-6.6
COc1c(C)cc(Br)cc1C(=O)Nc1ccc(Cc2ccncc2)cc1	-15.2	7.8
CCCNC(=O)c1nn2cc(Br)cnc2c1Br	1.2	13.6
CC(=O)c1ccc2oc3ccccc3c(=O)c2c1	-6.1	0.5
CC(CCc1ccccc1)NC(=O)CNC(=O)COc1ccccc1 (stereo not given)	-6.4	-0.2
N#CCSc1nnc(Cc2cccs2)n1C1CCCCC1	21.6	-9.1
COc1cccc(/C=C/C(=O)OCC(=O)NCCC2=CCCCC2)c1	-6.1	-10.8
CC(=O)c1ccccc1NC(=O)CC1(CC(=O)O)CCCCC1	-13.6	15.4
Cc1ccc2nc(C)cc(C(=O)N3CCCC(CO)(Cc4ccccc4C)C3)c2c1 (stereo not given)	-9.6	-11.4
COc1ccc(-c2nc(NC(=O)c3nc4nccc(C)n4n3)sc2C)cc1	4.9	-0.9
COc1ccccc1C(=O)NCCC(=O)NC1CCCCC1C (stereo not given)	-2.4	-4.7
C[C@H]1CN([C@@H](C)CO)C(=O)CCCn2nncc2CO[C@@H]1CN(C)C(=O)Cc1ccccc1	3.4	-11.1
CCC(=O)NC(NC(=O)CC)C(Cl)Cl	-12.4	16.5
COc1ccccc1N1CCN(C(=O)c2ccc(NC(C)=O)cc2)CC1	3.2	2.9
O=C(c1ccccc1)c1ccc(OCC(O)CNC2CCCc3ccccc32)cc1 (stereo not given)	13.1	16.9
CC1(O)CC(C)(C)C(C#N)C(=O)N1 (stereo not given)	1.9	0.7
Cc1ccc(-c2nnn(CC(=O)N(Cc3ccco3)C(C(=O)NC(C)(C)C)c3ccncc3)n2)o1 (stereo not given)	1.3	-3.3
CCC(CC)C(=O)N(C)c1c(C)nc2c(OCc3ccccc3C(=O)OC)cccn12	22.9	-17.1
Cc1cc(C(=O)N2CCCC2(C)C(=O)O)c(C)o1 (stereo not given)	-4.7	13.6
O=C(CC1(O)C(=O)Nc2ccc(Br)cc21)c1ccc2c(c1)OCO2 (stereo not given)	-13.0	-10.4
CC(OC(=O)Cc1c[nH]c2ccccc12)C(=O)NC1(C#N)CCCCC1 (stereo not given)	-19.4	0.3
CCC(=O)N1CCN=C1SCc1ccc(Cl)cc1	-18.7	18.6
O=C1OC(c2ccccc2)/C(=C(/O)c2ccccc2)C1=O (stereo not given)	-3.6	9.4

Two of these compounds, reformatted.
Molecule,H9c2 TAG inh,H9c2 TAG inh DAPI viability
O=C(O)CCN1C(=O)C2C3C=CC(C3)C2C1=O (stereo not given),-12.6,3.2
Cc1ccc(S(=O)(=O)n2c(N)nc3cc(C)c(C)cc32)cc1,-53.8,13.6

(more compounds)
SMILES	H9c2 TAG inh	H9c2 TAG inh DAPI viability
COc1cccc(-c2cnc3c(c2)C(=O)N([C@H](C)CO)C[C@@H](C)[C@H](CN(C)C(=O)Nc2ccccc2F)O3)c1	-5.9	-1.9
COc1ccc(C(=O)COC(=O)/C=C/c2ccccc2)cc1	3.8	-3.2
Cc1ccc(C(=O)Nc2ccc(C(=O)O)cc2)cc1S(=O)(=O)Nc1cccc([N+](=O)[O-])c1	2.8	-1.2
C=CCC1Cc2c(cccc2[N+](=O)[O-])C(CC=C)N1 (stereo not given)	-6.6	9.8
COC(C(=O)N/N=C(\C)CC(=O)Nc1ccc(N(C)C)cc1)c1ccccc1 (stereo not given)	2.8	-9.5
CC(C)(C)CNC(=O)C1(C)CCN1C(=O)c1ccccc1CCc1ccccc1 (stereo not given)	18.4	-8.3
Cc1c(C(=O)NN)[nH]c2ccc([N+](=O)[O-])cc12	-0.4	0.1
CCC(C)N=C1SCC(C)(/C=N/O)S1 (stereo not given)	2.9	-6.8
CCOCCn1c(SCCc2ccccc2)nc2c1c(=O)[nH]c(=O)n2C	-13.4	-5.9
Cc1cccc(SCc2noc(C(=O)NCC3CCCO3)c2C(=O)O)c1 (stereo not given)	4.9	6.8
CC(C)(C)NC(=O)NC(=O)CN1CCCc2ccccc21	-53.2	26.3
O=C(Nc1ccc(O)c2c(=O)cc(-c3cccc(Cl)c3)oc12)c1ccc(F)cc1	-1.4	-6.5
COc1ccccc1C(CNC(=O)CCNC(=O)c1ccccc1Cl)N1CCCC1 (stereo not given)	-9.3	-1.7
CCn1c(=O)c2cc(C(=O)N3CCOCC3)sc2c2ccccc21	11.7	-3.5
CC/C(=C\c1ccc(Cl)cc1)c1ccncc1	-4.7	-1.8
Cc1cc(-c2ccc3ccccc3c2)n2ncnc2n1	0.8	5.7
CCOc1ccccc1C(=O)NN1CCOCC1	15.4	4.7
COC(=O)c1ccc(NC(=O)CSc2nn3c(=O)c(C)nnc3s2)cc1	-8.5	0.2
Cc1ccccc1-c1noc(-c2ccccc2C(=O)O)n1	16.3	-5.1
COc1ccc(C)cc1NC(=O)CN1c2cccc3cccc(c23)S1(=O)=O	-18.8	5.5
COc1ccc(NC(=O)CSCCc2ccccn2)cc1OC	1.8	-6.3
OCCCNc1ncnc2c1ncn2[C@H]1CN(Cc2ccc3c(c2)OCO3)C[C@@H](CO)O1	10.1	-2.0
Cc1ccc(C)c(S(=O)(=O)C(C#N)c2nc3ccccc3nc2N2CCOCC2)c1 (stereo not given)	11.0	-1.7

Some of the compounds tested; count on the stated rates, not on these rows.
